# Bioassay records (PubChem)
# BCR signal inh: qHTS Assay to Find Inhibitors of Chronic Active B-Cell Receptor Signaling. hit rate 0.05% among 340,000. Potency, µM (top dose mostly 46.1 µM), without a hit: top-dose ratio change, negative = lower green/red ratio, hits mostly inhibitors. ABC-DLBCL IkBa-CBG/CBR reporter, luminescence ratio, 4 h; active means well fitted inhibition curve with a large enough effect in the signal ratio, with a control signal flat, not every such curve was filed as active; inconclusive means small, poorly fitted or top-dose-only effect, or effect the other way, or a change in a side signal; the % refers to the signal ratio;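 further: potency means the concentration at half of the fitted maximal effect; plate controls were basal doxycycline-induced cells for no effect and cells given 10 µM MG132 for full effect; MG132 reads +100%, hits lower the ratio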
#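 TMD8 human ABC-DLBCL cells with doxycycline-inducible IκBα–green luciferase fusion and unfused red luciferase, in 0.5% FBS medium; compounds up to 46 uM, 4 h at 37C. Green/red luminescence ratio, filter-overlap corrected, fitted to concentration-response curves.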
# Coupling enz: qHTS Assay for Inhibitors of Fructose-1,6-bisphosphate Aldolase from Giardia Lamblia: Coupling assay counterscreen | coupling enzyme system counterscreen, AmpLite Red fluorescence | AID 2472, 2010 | hit rate 0.67% among 290,000 | activity change, negative = inhibition, % at 58.2 µM, hits read low; in the data active means activity change below about -30%; further: on the % scale 0 is the no-effect control and ±100 the full control effect
#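 First, compound is pin-transferred into glyceraldehyde-3-phosphate coupling-enzyme reagent at 57.5 uM final and held 10 min at RT. Next, substrate, coupling system and AmpLite Red are added. After 20 min RT, fluorescence (525/598 nm) is read.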
# PTAP TSG101 blk: qHTS Assay for Iinhibitors of HIV-1 Budding by Blocking the Interaction of PTAP/TSG101; Fluorescence polarization, FITC-PTAP peptide / Tsg101 binding; 340,000 tested, under 10 active; AID 493005, 2010; Potency, µM (top dose mostly 115 µM), without a hit: top-dose activity change, negative = inhibition, hits mostly inhibitors; active means well fitted inhibition curve with a large enough effect in the main read-out, with a control signal flat, not every such curve was filed as active; inconclusive means small, poorly fitted or top-dose-only effect, or effect the other way, or a change in a side signal; inactive means no such curve, though single readings can be large or run the other way; further: potency means the concentration at half of the fitted maximal effect; % of control where 0% means no effect
#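 Tsg101 binding domain (10 uM final) was mixed with compound and a FITC-labeled PTAP peptide (50 nM final) in HEPES pH 7.5 buffer with NaCl, Tween 20, EDTA and TCEP; fluorescence polarization was read after 20 min at r.t.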
# B2AR arrestin: qHTS assay of beta-arrestin-biased ligands of beta2-adrenergic receptor; Potency, µM (series often up to 46.1 µM), inactives show at the top dose activation, hits mostly activators; beta-arrestin recruitment to beta2AR, cell-based reporter; hit rate 0.02% among 330,000;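 further: potency means the concentration at half of the fitted maximal effect; 0% = DMSO controls and full agonism = EC100 isoproterenol or metaproterenol; nearly all actives have a fitted effect of over 65% in size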
# Target sequence (P07550 whole entry, looked up): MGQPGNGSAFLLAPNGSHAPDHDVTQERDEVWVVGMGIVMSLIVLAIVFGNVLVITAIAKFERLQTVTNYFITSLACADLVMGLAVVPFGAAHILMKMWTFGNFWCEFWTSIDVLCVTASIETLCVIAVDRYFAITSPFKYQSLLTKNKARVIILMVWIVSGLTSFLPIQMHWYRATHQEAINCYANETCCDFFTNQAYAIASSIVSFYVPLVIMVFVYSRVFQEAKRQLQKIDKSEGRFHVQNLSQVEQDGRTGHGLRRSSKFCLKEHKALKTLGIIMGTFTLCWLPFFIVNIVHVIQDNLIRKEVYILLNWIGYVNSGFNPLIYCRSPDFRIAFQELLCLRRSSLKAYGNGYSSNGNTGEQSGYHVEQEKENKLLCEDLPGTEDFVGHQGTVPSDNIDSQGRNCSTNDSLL
# GALK inhibitor: qHTS Assay for Inhibitors of Human Galactokinase (GALK) | P51570 | Purified GALK, Kinase-Glo residual ATP luminescence | Potency, µM (top dose mostly 57.5 µM), for inactives: top-dose activity change, negative = inhibition, hits mostly inhibitors | hit rate 0.007% among 270,000 | AID 1868, 2009; further: potency means the concentration at half of the fitted maximal effect; on the % scale 0 is the no-effect control and ±100 the full control effect
#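 5 nM enzyme, 35 uM ATP, 100 uM galactose, 20 mM HEPES pH8.0, 5 mM MgCl2; 1 h RT; residual ATP by Kinase-Glo Plus luminescence, qHTS format.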
# PKM2 activator: qHTS Assay for Activators of Human Muscle isoform 2 Pyruvate Kinase. Pyruvate kinase PKM (Homo sapiens), P14618. purified PKM2, Kinase-Glo ATP luminescence, activation; response scale: 0% is enzyme alone, no compound. Potency, µM (doses to about 57.5 µM), inactives show at the highest dose activation, most hits filed as activators. hit rate 0.34% among 260,000. AID 1631, 2009; further: potency means the concentration at half of the fitted maximal effect; on the % scale 0 is the no-effect control and ±100 the full control effect; nearly all actives have a fitted effect of over 55% in size
#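 hPK-M2, >95% pure; 0.1 mM ADP / 0.5 mM PEP final; imidazole pH7.2 buffer w/ 7 mM MgCl2, 50 mM KCl; 1 h RT; Kinase-Glo lum. Intermediate enzyme activity for dual inhibitor/activator qHTS.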
# Giardia kill: Small Molecules that selectively kill Giardia lamblia: qHTS; Giardia lamblia trophozoite viability; activity change, % at 7.66 µM, hits read low; hit rate 0.15% among 340,000; in the data active means activity change below about -80%; inconclusive means between about -30% and that limit;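 further: parasites exposed to compound for two days anaerobically before the ATP read; on the % scale 0 is the no-effect control and ±100 the full control effect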
#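 Media and compound were dispensed first, then trophozoites at 100 cells/well; plates sat 48 hrs at 37 deg C without oxygen before ATP luminescence reagent was added and read after 15-30 min at room temperature.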
# Tb PFK inh: qHTS Assay to Find Inhibitors of T. brucei phosphofructokinase; ATP-dependent 6-phosphofructokinase (Trypanosoma brucei brucei), O15648; T. brucei PFK, ADP-Glo luminescence; Potency, µM (series often up to 57.5 µM), for inactives: at the top dose activity, negative = inhibition, usual class: inhibitors; hit rate 0.17% among 330,000; AID 485367, 2010;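 further: potency means the concentration at half of the fitted maximal effect; 0% = uninhibited 1x PFK enzyme wells and -100% = no-enzyme wells; nearly all actives have a fitted effect of over 60% in size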
#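 Activity is normalized to no-enzyme wells (full inhibition) and 1.25 nM enzyme wells (no inhibition). Reaction: 0.5 mM F6P, 0.1 mM ATP, 45 min RT, ADP-Glo luminescence; concentration-response curves fitted and classed by quality.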
# Integrin act MD: qHTS for Activators of Integrin-Mediated Alleviation for Muscular Dystrophy; alpha7betagal myoblasts, beta-gal FDG fluorescence, 48 h; Potency, µM (highest dose often 38.3 µM), for inactives: at the highest dose activation, actives largely listed as activators; hit rate 0.064% among 350,000; AID 624291, 2012;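 further: potency means the concentration at half of the fitted maximal effect; 100% = response of the positive control SU9516; nearly all actives have a fitted effect of over 60% in size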
#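 Alpha7betagal+/- myoblasts (passage 13) were plated 16-24 hr, then exposed to compounds (1:260 dilution of DMSO stock) for 48 hours at 37C. After MPER lysis, β-galactosidase reporter activity was read as FDG fluorescence (ex 480/em 540) after 30 minutes.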
# Menin-MLL TR inh: qHTS Assay for Inhibitors Targeting the Menin-MLL Interaction in MLL Related Leukemias: Competition With Texas Red Labeled MLL-derived Mutant Peptide. Menin + Texas Red MLL mutant peptide, fluorescence polarization. Potency, µM (titrated, usually from 61.6 µM), without a hit: top-dose FP activity change, negative = inhibition, most hits filed as inhibitors. AID 1768, 2009. O00255. hit rate 0.23% among 270,000; active means well fitted inhibition curve with a large enough effect in the polarisation, with a control signal flat, not every such curve was filed as active; inconclusive means small, poorly fitted or top-dose-only effect, or effect the other way, or a change in a side signal; inactive means no such curve, though single readings can be large or run the other way; the % refers to the polarisation; further: potency means the concentration at half of the fitted maximal effect; % of control where 0% means no effect; many of its hits are not listed in these tables
# Target sequence (O00255 whole entry, looked up): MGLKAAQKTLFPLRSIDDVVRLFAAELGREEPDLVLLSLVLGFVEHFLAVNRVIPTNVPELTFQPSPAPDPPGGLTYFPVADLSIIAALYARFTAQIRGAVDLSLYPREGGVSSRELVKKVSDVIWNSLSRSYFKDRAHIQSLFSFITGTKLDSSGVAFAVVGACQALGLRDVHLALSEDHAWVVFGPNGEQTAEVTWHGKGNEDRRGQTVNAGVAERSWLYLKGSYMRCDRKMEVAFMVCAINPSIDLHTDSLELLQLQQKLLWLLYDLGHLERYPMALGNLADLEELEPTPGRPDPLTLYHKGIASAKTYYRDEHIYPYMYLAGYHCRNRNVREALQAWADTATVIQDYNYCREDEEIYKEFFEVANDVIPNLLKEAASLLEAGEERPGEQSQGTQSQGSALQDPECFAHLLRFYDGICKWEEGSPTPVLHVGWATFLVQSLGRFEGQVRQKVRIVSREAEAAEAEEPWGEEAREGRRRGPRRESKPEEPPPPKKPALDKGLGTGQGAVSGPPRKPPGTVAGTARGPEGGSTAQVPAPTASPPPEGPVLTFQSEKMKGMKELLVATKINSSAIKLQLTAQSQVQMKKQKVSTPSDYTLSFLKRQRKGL
# S-ASM inh: Inhibitors of Secretory Acid Sphingomyelinase (S-ASM): qHTS. Sphingomyelin phosphodiesterase (Homo sapiens), P17405. placental ASM, HMU-PC fluorogenic substrate, 60 min. Potency, µM (titrated, usually from 57.5 µM), inactives show top-dose activity change, negative = inhibition, hits mostly inhibitors. hit rate 0.006% among 340,000. AID 504937, 2011; further: potency means the concentration at half of the fitted maximal effect
#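 qHTS format. ASM enzyme prepared from human placenta hydrolyses the fluorogenic substrate HMU-PC0 (9 uM final) over 60 min at 37 °C after a 10 min compound preincubation.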
# Starred values were filed as active, the others as inactive; u = inconclusive; x = not tested or not shown; ! = a repeat was not active; [ ] = dose if it differs, or a comment. Unless noted, the call rests on the fitted dose curve; in most records, active means well fitted curve in the direction sought with a large enough effect; inconclusive means small, poorly fitted or top-dose-only effect, or another doubt; inactive means no such curve, though single readings can be large; an effect the other way counts as inactive or inconclusive. Not all compounds are listed; the hit share may differ from the screen's.
SMILES,BCR signal inh,Coupling enz,PTAP TSG101 blk,B2AR arrestin,GALK inhibitor,PKM2 activator,Giardia kill,Tb PFK inh,Integrin act MD,Menin-MLL TR inh,S-ASM inh
CCOC(=O)C1CCCN(C(=O)CCc2ccccc2)C1 (stereo unspecified),1%,0,-1%,-0.3%,1%,0%,-4,4%,8%,0%,2%
CCOC(=O)C1CCN(C(=O)C2CCCN2S(=O)(=O)c2ccc(Cl)cc2)CC1 (stereo unspecified),1%,-1,x,3.0%,4%,0%,0,0%,7%,u,-1%
Cc1ccccc1OCCSc1nc(N(C)C)nc(N(C)C)n1,5%,0,-6%,-1.1%,2%,6%,-4,-2%,-22%,-16%,-6%
O=C(Cc1ccccc1)N1O[C@H]2C=C[C@@H]1CC2,0%,x,0%,-0.2%,x,x,3,-2%,9%,x,4%
COc1ccc(CCNC(=O)[C@@H]2C[C@H]2c2ccccc2)cc1OC,-1%,2,-10%,-1.0%,-3%,0%,0,10%,u,-3%,7%
CCC(=O)Nc1cccc(NC(=O)c2cccc([N+](=O)[O-])c2)c1,-21%,-1,0%,-0.3%,-1%,-1%,11,9%,23%,18%,1%
CN(CC(=O)Nc1ccc(F)c(F)c1F)C(=O)c1ccc(N2CCCC2=O)cc1,0%,x,-6%,-0.3%,x,x,9,13%,2%,x,2%
O=C(NCc1ccco1)C1CC(c2ccc(Cl)c(Cl)c2)=NO1 (stereo unspecified),7%,7,-1%,0.4%,10%,-5%,-7,0%,-20%,-2%,1%
Cc1cc(C)c2c(N)c(S(=O)(=O)c3ccccc3)sc2n1,-11%,-3,-2%,-1.3%,1%,u,-10,-4%,-30%,9%,50%
CC1CCCC(C)N1CC(C)(C)NS(=O)(=O)c1ccc(Cl)cc1 (stereo unspecified),7%,2,-4%,0.0%,-2%,5%,4,1%,-4%,-2%,-3%
O=S(=O)(Cc1ccco1)Cc1nc(-c2ccc(Cl)cc2)cs1,-4%,1,-1%,-0.2%,x,-5%,2,0%,24%,x,-2%
COc1ccc(C2C(C#N)=C(N)OC3=C2C(=O)CCC3)cc1OC (stereo unspecified),0%,-3,-1%,0.0%,-1%,1%,5,3%,-24%,14%,1%
c1ccc(C2(CNc3ccccn3)CCCC2)cc1,23%,-2,-4%,0.2%,0%,-3%,12,-3%,4%,-13%,-2%
Cc1nc(NC(=O)C2CC2)sc1C(=O)Nc1ccccc1Cl,-1%,1,1%,-0.8%,-1%,0%,-9,-4%,-14%,14%,-11%
Cc1cc(=O)c2cc(C(=O)c3ccccc3)ccc2[nH]1,u,2,2%,-1.2%,7%,-2%,16,1%,27%,-5%,-2%
COc1ccc(-c2cc(C(=O)N3CCCC3)no2)cc1,u,2,1%,-0.4%,1%,-14%,u,-1%,-26%,-1%,-1%
CNC(=O)C1=C(C)NC(=S)NC1c1cccs1 (stereo unspecified),-3%,-1,-10%,0.0%,-3%,1%,9,-1%,5%,2%,3%
NC(=O)C1CCN(C(=O)CN(C2CCCCC2)S(=O)(=O)c2ccc(F)cc2)CC1,4%,-1,2%,0.5%,0%,5%,28,0%,2%,-2%,5%
COc1cc([N+](=O)[O-])ccc1NC(=S)Nc1cccc(C(=O)O)c1,-2%,-1,-4%,0.0%,1%,2%,6,-6%,-12%,5%,-1%
Cc1cc([N+](=O)[O-])ccc1N=Nc1c(N)[nH]n(-c2ccccc2)c1=O,u,0,-1%,0.1%,-1%,-8%,0,-7%,7%,u,-7%
NC(=O)CN(C/C=C/c1ccccc1)C/C=C/c1ccccc1,0%,1,-6%,-1.0%,-3%,-1%[11.5 µM],11,2%,u,-27%,-2%
COc1ccc(-c2nnc(SC(C)C(=O)Nc3ccc4c(c3)OCCO4)o2)cc1 (stereo unspecified),0%,1,-1%,0.1%,0%,-2%,-7,3%,25%,-13%,5%
Cc1ccc(S(=O)(=O)N2[C@@H](c3ccc4c(c3)OCO4)C(C(=O)O)=C[C@H]2C(C)(C)C)cc1,-2%,x,-2%,-0.8%,x,x,-2,4%,-11%,x,10%
COc1ccc(C(C(=O)NC2CCCCC2)N(C(=O)c2ccco2)c2ccccc2C(C)=O)cc1 (stereo unspecified),-4%,-3,-2%,-0.2%,6%,x,8,-24%,2%,x,-4%
CCc1cccc(CC)c1N(COC)C(=O)Cn1cnc2ccccc21,-7%,3,-5%,-1.0%,0%,1%,-10,9%,0%,x,-2%
N=c1n(CCN2CCOCC2)c2ccccc2n1CC(=O)c1ccc(Cl)c(Cl)c1,u,-31*,-4%,0.1%,0%,8%,0,10%,-10%,0%,-23%
CC(CNC(=O)CCC(=O)N1CCOc2ccccc21)c1ccccc1 (stereo unspecified),14%,0,-1%,0.1%,x,1%,14,-6%,1%,-9%,0%
Cc1csc2c(C#N)c(=O)c3c(n12)CCC3,0%,8,-6%,-0.2%,0%,0%,-9,3%,-10%,10%,6%
COC(=O)c1cc2c(C(F)(F)F)nn(C)c2s1,3%,1,0%,0.4%,x,u,-5,1%,u,x,3%
Cn1c(SCc2ccc(C(C)(C)C)cc2)nnc1C1COc2ccccc2O1 (stereo unspecified),5%,0,-9%,-0.6%,x,4%,-7,-15%,8%,x,-14%
COc1ccc(/C=C2\CCCC(C(=O)C(F)(F)F)=C2O)cc1,u,2,-5%,0.0%,-2%,-10%,-23,-4%,-29%,-7%,-25%
O=C(NNc1nc(-c2ccccc2)cs1)c1ccc(F)cc1,u,3,0%,0.1%,-2%,1%,26,-3%,16%,12%,3%
Cc1sc2ncnc(N3CCCCC3C)c2c1C (stereo unspecified),-12%,-2,-3%,0.2%,0%,0%,-18,-8%,-35%[inhibitor],-2%,-1%
CC(C)c1ccc(NC(=O)c2ccc3c(c2)C(=O)N(Cc2cccnc2)C3=O)cc1,-1%,-1,0%,-1.6%,5%,0%,-12,-10%,12%,6%,-19%
Cn1c(N)c(S(=O)(=O)N2CCCC2)c(=O)n(C)c1=O,-4%,2,-5%,-1.0%,6%,3%,8,-1%,16%,-1%,1%
Cc1cc2c(c(=O)o1)C1O[C@](c3ccsc3)(Cc3ccccc31)O2,u,-5,x,0.3%[9.22 µM],x,2%[11.5 µM],x,1%[11.5 µM],x,14%[11.7 µM],x
COc1ccccc1NC(=O)C(C)OC(=O)C1CC(=O)N(c2ccc3c(c2)OCCO3)C1 (stereo unspecified),2%,x,28µM*,-0.7%,-1%,-8%,-2,2%,11%,x,-3%
COCCNC(=O)CCC(=O)NNc1nc2ccccc2c2nc(C)nn12,12%,0,-3%,0.4%,1%,6%,11,-1%,9%,-5%,3%
COc1ccc(C(=O)C2CCN(C(=S)Nc3ccc(F)cc3)CC2)cc1,u,-1,-4%,0.1%,5%,9%,-1,2%,-23%,17%,0%
O=S(=O)(NCc1csc(-c2cccnc2)n1)c1cccs1,10%,1,-1%,-0.2%,1%,0%,1,0%,-1%,9%,3%
COC(=O)CCCC1=CC2=CC(=O)C(C)(OC(=O)c3cccs3)C(=O)C2=CN1CCc1ccccn1 (stereo unspecified),u,-31*!,-9%,-0.8%,-3%,14%[11.5 µM],-21,2%,-5%,-5%[11.7 µM],3%
Cc1nc(N)sc1-c1csc(N(C)c2ccc(O)cc2)n1,-19%,-6,-7%,1.0%,8%,10%,-4,0%,-13%,u,0%
Cc1cc(C)nc(NS(=O)(=O)c2ccc(NC(=O)CCC3COc4ccccc4O3)cc2)n1 (stereo unspecified),u,2,1%,-0.2%,-1%,14%,-4,u,-9%,-24%,14%
CC(=O)c1ccc(NC(=O)C2CC(=O)N(Cc3ccccc3)C2)cc1 (stereo unspecified),u,2,-4%,-0.5%,-2%,2%,10,1%,-2%,-1%,-3%
